RGS4 inh: Inhibitors of Regulator of G Protein Signaling (RGS) 4: qHTS | Regulator of G-protein signaling 4 (Homo sapiens), P49798 | Potency, µM (doses to about 114 µM), without a hit: at the top dose activity change, negative = inhibition, hits mostly inhibitors | 0.039% of 390,000 active | Transcreener GDP fluorescence polarization, RGS4-accelerated GTP hydrolysis; further: on the % scale 0 is the no-effect control and ±100 the full control effect; nearly all actives have a fitted effect of over 75% in size; some results filed as inactive show a strong effect at the top dose
Target sequence (P49798 whole entry, looked up): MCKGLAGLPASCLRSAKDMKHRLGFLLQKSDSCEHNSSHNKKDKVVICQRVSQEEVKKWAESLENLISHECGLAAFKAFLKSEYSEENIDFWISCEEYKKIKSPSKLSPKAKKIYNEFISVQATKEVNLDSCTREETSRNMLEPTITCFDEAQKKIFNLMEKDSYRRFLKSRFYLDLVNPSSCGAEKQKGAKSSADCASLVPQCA
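MLSMR compounds (23 nl, pin-transferred) preincubated 10 min at room temperature with a 500nM (2x) first reagent, then RGS4 at 900nM (2x) plus Transcreener GDP mix added; fluorescence polarization (620/688 nm) read before and after 90 min at 30 °C.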
Pin1 inhibitor: qHTS Assay to Find Inhibitors of Pin1; Pin1 FP peptide displacement, HiFluor488, 10 min; Peptidyl-prolyl cis-trans isomerase NIMA-interacting 1 (Homo sapiens), Q13526; 0.009% of 390,000 active; Potency, µM (highest dose often 115 µM), inactives show top-dose activity, negative = inhibition, actives largely listed as inhibitors; AID 504891, 2011; active means well fitted inhibition curve with a large enough effect in the polarisation, with a control signal flat, not every such curve was filed as active; inconclusive means small, poorly fitted or top-dose-only effect, or effect the other way, or a change in a side signal; inactive means no such curve, though single readings can be large or run the other way; the % refers to the polarisation; further: on the % scale 0 is the no-effect control and ±100 the full control effect
Target sequence (Q13526 whole entry, looked up): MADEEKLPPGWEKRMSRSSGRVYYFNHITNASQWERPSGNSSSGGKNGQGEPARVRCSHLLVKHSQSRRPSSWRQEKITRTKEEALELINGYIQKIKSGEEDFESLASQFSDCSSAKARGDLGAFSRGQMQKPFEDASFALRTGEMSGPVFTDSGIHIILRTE
JMJD2A Tudor: qHTS Assay for Inhibitors of JMJD2A-Tudor Domain; Lysine-specific demethylase 4A (Homo sapiens), O75164; AlphaScreen JMJD2A-Tudor / H3K4me3 peptide binding; Potency, µM (doses to about 114 µM), without a hit: top-dose activity change, negative = inhibition, hits mostly inhibitors; 4.4% of 390,000 active; further: on the % scale 0 is the no-effect control and ±100 the full control effect; nearly all actives have a fitted effect of over 50% in size
ERG Ets-DNA blk: qHTS for Small Molecule Inhibitors of the ERG Ets/DNA interaction; Potency, µM (series often up to 76.9 µM), for the others: at the top dose FP activity, negative = inhibition, hits mostly inhibitors; fluorescence polarization, His-ERG Ets domain / labelled DNA; 0.028% of 370,000 active; active means well fitted inhibition curve with a large enough effect in the polarisation, with a control signal flat; inconclusive means small, poorly fitted or top-dose-only effect, or effect the other way, or a change in a side signal; inactive means no such curve, though single readings can be large or run the other way; the % refers to the polarisation;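 further: polarization taken with two DNA probes labelled with fluorescein and Texas red; % of control where 0% means no effect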
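His-tagged ERG Ets domain (1 uM in the protein solution; 300mM KCl, 50mM Tris-HCl, 1mM EDTA, 1mM DTT, pH 7.5) received compound, then a probe mix of 5 nM fluorescein-DNA and 100nM Texas-615-DNA. Fluorescence polarization was read for both dyes.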
HP1b binding inh: HTS for Inhibitors of HP1-beta Chromodomain Interactions with Methylated Histone Tails; AlphaScreen HP1-beta / biotin-H3K9me3 peptide binding; Potency, µM (doses to about 114 µM), for inactives: top-dose activity change, negative = inhibition, usual class: inhibitors; 0.56% of 390,000 active; further: nearly all actives have a fitted effect of over 70% in size; inactives centre near 23
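HP1-beta protein (50 nM final) preincubated 30 min at room temperature with biotinylated H3(1-18)K9me3 peptide (50 nM) in PBS pH 7.4, 0.01% Tween-20, then compound added for 30 min. AlphaScreen streptavidin donor/nickel chelate acceptor beads (10 ug/mL final), 30 min dark, luminescence read.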
GLS inhibitor: qHTS for Inhibitors of Glutaminase (GLS); 0.21% of 410,000 active; AID 624170, 2012; Potency, µM (titrated, usually from 45.5 µM), for inactives: at the highest dose activity change, negative = inhibition, most hits filed as inhibitors; GLS enzymatic activity, qHTS titration; further: on the % scale 0 is the no-effect control and ±100 the full control effect
Target sequence (O94925 whole entry, looked up): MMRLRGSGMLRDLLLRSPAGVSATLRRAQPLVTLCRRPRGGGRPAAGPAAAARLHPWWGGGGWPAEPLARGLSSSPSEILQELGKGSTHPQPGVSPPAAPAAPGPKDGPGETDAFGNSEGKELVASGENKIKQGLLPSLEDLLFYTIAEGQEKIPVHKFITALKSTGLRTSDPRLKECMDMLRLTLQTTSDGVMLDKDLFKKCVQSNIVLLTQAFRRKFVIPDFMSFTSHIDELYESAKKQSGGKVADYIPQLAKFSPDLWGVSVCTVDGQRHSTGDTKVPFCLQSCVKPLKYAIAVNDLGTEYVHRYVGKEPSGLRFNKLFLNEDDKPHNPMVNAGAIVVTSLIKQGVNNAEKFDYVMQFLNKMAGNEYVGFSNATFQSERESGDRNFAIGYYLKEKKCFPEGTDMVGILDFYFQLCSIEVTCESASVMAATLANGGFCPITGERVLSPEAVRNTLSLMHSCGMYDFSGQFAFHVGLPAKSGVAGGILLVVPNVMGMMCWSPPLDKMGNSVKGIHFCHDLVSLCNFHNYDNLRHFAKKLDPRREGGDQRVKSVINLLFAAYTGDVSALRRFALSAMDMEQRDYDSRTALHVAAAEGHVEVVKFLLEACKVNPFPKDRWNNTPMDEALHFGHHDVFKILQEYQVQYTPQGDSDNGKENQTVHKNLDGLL
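Enzyme dispensed in phosphate buffer (45 mM, pH 8.2, 0.02% Tween-20), compounds pinned in, then 1 mM L-glutamine solution and the glutamate oxidase–HRP–Amplex Red mix added; fluorescence read immediately and again after 30 min at room temperature.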
12-LOX inh: Primary qHTS assay for inhibitors of human arachidonate 12S-lipoxygenase (ALOX12): Round 2. Potency, µM (top dose mostly 108 µM), without a hit: at the highest dose activity change, negative = inhibition, actives largely listed as inhibitors. purified 12hLO, xylenol orange hydroperoxide absorbance. AID 1671190, 2021. 1.1% of 580,000 active; further: on the % scale 0 is the no-effect control and ±100 the full control effect
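Purified human 12hLO at 150 nM in 25 mM Hepes, 0.01% Triton X-100, pH 7.0, preincubated 15 min at room temperature with compound. Reaction started with 40 uM arachidonic acid, 30 min at room temperature. Hydroperoxide measured by Fe-xylenol orange, 573/405 nm absorbance ratio.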
Tb PGK inh: qHTS Assay to Find Inhibitors of Phosphoglycerate Kinase; Phosphoglycerate kinase, glycosomal (Trypanosoma brucei brucei), P07378; Potency, µM (top dose mostly 57.5 µM), without a hit: at the highest dose activity change, negative = inhibition, most hits filed as inhibitors; 0.043% of 380,000 active; PGK/GAPDH coupled, Kinase-Glo luminescence, 60 min; AID 602233, 2012; further: on the % scale 0 is the no-effect control and ±100 the full control effect; nearly all actives have a fitted effect of over 60% in size
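Luminescent ATP detection (Kinase-Glo Plus) follows a 60-minute room-temperature incubation, with wells lacking PGK as controls. Buffer: 100 mM TEA (pH 7.6), 5 mM MgCl2, 0.01% Tween-20. Coupling enzyme GAPDH (100 nM final) supplies unstable 1,3-BPG in-well.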
rTrxR1 inhibitor: qHTS Assay for Inhibitors of Mammalian Selenoprotein Thioredoxin Reductase 1 (TrxR1): qHTS | AID 588453, 2011 | recombinant rTrxR1, NADPH fluorescence consumption, selenite substrate | Thioredoxin reductase 1, cytoplasmic (Rattus norvegicus), O89049 | Potency, µM (titrated, usually from 114 µM), inactives show at the top dose activity change, negative = inhibition, usual class: inhibitors | 1% of 390,000 active; further: on the % scale 0 is the no-effect control and ±100 the full control effect; nearly all actives have a fitted effect of over 65% in size
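Rat TrxR1 (90 nM in the dispensed reagent) was pre-reduced with 400 uM NADPH for 5 min at room temperature, then incubated with compound for 15 min. After 400 uM selenite was added, NADPH fluorescence (Ex 340/Em 450 nm) was followed for 8 min.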
* = called active by the depositor; i = inactive; ? = inconclusive; nt = not tested or not shown; [ ] = dose if it differs, or a comment. Unless noted, the call rests on the fitted dose curve; in most records, active means well fitted curve in the direction sought with a large enough effect; inconclusive means small, poorly fitted or top-dose-only effect, or another doubt; inactive means no such curve, though single readings can be large; an effect the other way counts as inactive or inconclusive. Potency means the concentration at half of the fitted maximal effect. A portion of the library. The share of hits here may be higher or lower than overall.

No.	Pin1 inhibitor	GLS inhibitor	RGS4 inh	12-LOX inh	HP1b binding inh	JMJD2A Tudor	Tb PGK inh	ERG Ets-DNA blk	rTrxR1 inhibitor	molecule
1	-1.6%	-5.8%	-23.6%	22.1%	39.8%[activator]	5.6%	i	6.7%	34.2%	O=C(c1cccc(Cl)c1)N(Cc1ccco1)C1CCS(=O)(=O)C1 (stereo unspecified)
2	1.3%	2.8%	-3.8%	-11.2%	37.9%[activator]	1.4%	5.4%	-5.9%	16.0%	Cc1nc(SC(C)C(=O)NCc2ccc3c(c2)OCO3)nc(C)c1C (stereo unspecified)
3	-2.6%	-9.0%	2.4%	-23.7%	8.0%	-26.9%	-1.3%	1.5%	42.1%[activator]	O=C(c1ccc2c(c1)N(Cc1ccc(Cl)cc1)C(=O)c1ccccc1S2(=O)=O)N1CCOCC1
4	?	14.7%	5.4%	?	39.8%[activator]	6.7%	-0.3%	-8.6%	5.8%	CNC(=O)NC(=O)C(C)OC(=O)c1c2c(nc3ccccc13)/C(=C/c1cccs1)CC2 (stereo unspecified)
5	?	12.7%	10.9%	-9.5%	32.6%	0.0%	-2.5%	1.6%	4.6%	CCN=C1S/C(=C\c2ccc(OCC)c(OC)c2)C(=O)N1CC
6	-2.8%	5.4%	-20.3%	-16.2%	37.5%	-27.3%	i	1.0%	1.9%[57.1 µM]	Cc1ccc(N2CC(NC(=O)/C=C\c3ccc4c(c3)OCO4)CC2=O)cc1C (stereo unspecified)
7	-4.2%	12.7%	-15.1%	-43.7%	3.7%	?	-8.3%	3.8%	1.2%	COc1cc(CN2CCCC(C(=O)c3ccc(C(C)(C)C)cc3)C2)cc(OC)c1O (stereo unspecified)
8	1.8%	22.2%	10.1%	-12.8%	17.9%	9.3%	-8.5%	12.7%	28.6%	Cc1ccccc1-c1nc(CS(=O)(=O)CC(=O)NCCN2CCCC2)c(C)o1
9	1.5%	-0.5%	-7.0%	28.5%	41.8%[activator]	1.4%	-0.2%	-13.5%	4.0%[57.1 µM]	Oc1c(C(c2cccs2)N2CCOCC2)sc2ncnn12 (stereo unspecified)
10	6.8%	2.1%	-11.3%	6.7%	16.8%	1.1%	-0.1%	-0.3%	2.9%[57.1 µM]	CC12CCC(C(=O)Nc3ccc(Cl)cc3)([C@H](Br)C1=O)C2(C)C (stereo partly specified)
11	-8.0%	-1.0%	7.7%	19.2%	-8.9%	?	i	3.6%	-2.7%	Cc1cc(C)c2c(c1)c(C)cc1nnc(SCC(=O)NCc3ccco3)n12
12	-3.0%	-8.1%	-21.7%	1.1%	35.8%	3.5%	-0.9%	-11.1%	13.1%[57.1 µM]	COc1cc(C(=O)Nn2c(C)nc3ccccc3c2=O)cc(OC)c1OC
13	-4.9%	3.5%	4.7%	-10.8%	66.6%[activator]	-14.5%	i	-2.6%	10.7%	O=C(NCc1ccccc1)c1ccc2c(c1)sc1nc(-c3ccc(F)cc3)cn12
14	4.9%	-11.2%	?	?	-4.3%	-13.3%	-0.2%	-9.6%	-1.1%[57.1 µM]	CCOC(=O)c1c(NC(=O)c2ccccc2Br)sc2c1CCc1ccccc1-2
15	3.0%	15.2%	12.4%	-0.3%	26.2%	-8.9%	-1.2%	14.3%	25.5%	CC(=O)N1N=C(C)CC1c1ccc(O)cc1 (stereo unspecified)
16	1.5%	0.8%	9.8%	3.6%	21.6%	-33.3%	-1.8%	10.1%	-23.5%	Cc1cc(-c2nnc(CCC(=O)N3CCN(Cc4cccc(F)c4)CC3)o2)c(C)o1
17	-1.2%	-5.6%	-14.5%	?	11.2%	1.7%	-2.6%	5.4%	17.1%[57.1 µM]	Cc1ccc(CNC(=O)CCCn2c(=O)c3ccccc3n(CC(=O)NCc3ccco3)c2=O)cc1
18	-5.2%	0.5%	?	0.0%	-3.1%	-16.7%	0.5%	8.1%	24.3%[57.1 µM]	Brc1ccc(/C=N/N2CCN(C3c4ccccc4-c4ccccc43)CC2)s1
19	3.0%	-3.9%	-25.3%	2.4%	64.9%[activator]	-5.9%	nt	10.1%	22.9%	Cc1ccc(Nc2ncnc(N)n2)cc1C
20	-11.9%	2.1%	-33.3%	44.7µM*	34.5%	1.4%	-9.5%	-4.3%	8.7%[57.1 µM]	Cc1nn(Cc2ccccc2)c2ncccc12
21	0.1%	4.4%	-27.0%	?	-17.1%	?	i	1.7%	-3.5%	CN(C)CCN(C(=O)C1CCN(S(=O)(=O)c2cccs2)CC1)c1nc2ccc(F)cc2s1
22	-1.3%	7.6%	-7.1%	nt	26.8%	-4.8%	2.3%	1.5%	21.1%[57.1 µM]	Cn1cccc1C(=O)NC(=O)COC(=O)CNC(=O)c1ccc(Cl)cc1Cl
23	2.5%	2.7%	-13.7%	-26.1%	16.5%	-20.9%	-9.7%	4.0%	33.6%[activator][57.1 µM]	CC(=O)Nc1ccc(S(=O)(=O)NCC(=O)OCc2cc(=O)oc3ccc4ccccc4c23)cc1
24	-5.7%	0.5%	?	?	?	?	-0.8%	-8.8%	-2.7%	C[C@H](NC(N)=O)C(=O)Nc1ccc(N2CCOCC2)c(S(=O)(=O)Nc2ccc(Cl)cc2)c1
25	0.2%	3.5%	-25.8%	1.1%	16.3%	-12.4%	-5.1%	-0.3%	-0.4%	CCOC(=O)C1CCN(S(=O)(=O)c2ccc(OC)c(OC)c2)CC1
26	-11.6%	10.1%	-8.7%	-6.9%	31.0%	-21.5%	-9.6%	-3.2%	3.8%	COc1cc(C(=S)N2CCCCC2)ccc1OCC(=O)Nc1ccc(F)cc1
27	3.7%	-1.4%	30.2%	-27.3%	23.7%	-11.9%	-9.6%	4.9%	9.9%	O=C(COc1cccc(Cl)c1Cl)NC1CC1
28	7.9%	-0.9%	11.1%	-0.7%	41.9%[activator]	-19.4%	-5.2%	-6.6%	3.4%	COc1ccc(NC(=O)c2cc3ccc(O)cc3o/c2=N\O)cc1
29	3.3%	10.8%	-5.6%	-26.8%	24.3%	-12.7%	-8.6%	-5.7%	-3.2%[57.1 µM]	CCOC(=O)c1ccc(NS(=O)(=O)c2cc(-c3onc(C)c3C)ccc2C)cc1
30	1.0%	-2.0%	-8.6%	-1.1%	15.6%	-13.9%	-4.8%	7.3%	-0.8%[57.1 µM]	O=C(c1cccc([N+](=O)[O-])c1)N1CC2C3C=CC(C3)C2C1 (stereo unspecified)
31	-6.4%	nt	?	nt	38.8%	-22.4%	nt	nt	?	Cc1ccc2nc(-c3ccc(C)o3)c(Nc3ccc(Cl)cc3)n2c1
32	-6.6%	1.2%	7.4%	254.4%[activator]	13.9%	-9.4%	5.4%	3.9%	2.0%[57.1 µM]	COc1ccc(CC(=O)NNC(=O)c2c(-c3ccccc3Cl)noc2C)cc1OC
33	-3.1%	-9.2%	-22.0%	6.8%	25.6%	5.4%	i	-1.4%	27.3%	Cc1cccc(NC(=O)c2sc3nc4c(cc3c2N)CN(Cc2ccccc2)CC4)c1
34	-15.4%	-16.1%	-26.9%	0.4%	44.4%[activator]	2.1%	-14.7%	-1.6%	8.8%	CC(C)Cn1c(=O)oc2ccccc21
35	28.7%	-6.7%	-9.0%	-37.1%	27.5%	2.8%	5.5%	-17.2%	1.3%	COC(=O)c1c(N)n(-c2ccc(OC)c(Cl)c2)c2nc3ccccc3nc12
36	0.5%	1.9%	8.6%	-16.0%	61.6%[activator]	2.3%	-3.2%	-6.0%	0.3%	CC(C)OCCCNC(=O)Cn1c(-c2cccs2)cc2cc(F)ccc21
37	?	-8.7%	-4.6%	-19.1%	70.6%[activator]	8.5%	-9.2%	-9.8%	-20.1%	CN(c1ncc(C(F)(F)F)cc1Cl)N1C(=O)c2cccc(N)c2C1=O
38	-1.2%	21.9%	-6.0%	nt	25.8%	0.0%	i	?	16.0%	Nc1cccc2nc3ccccc3cc12
39	9.0%	1.3%	-2.9%	-2.1%	27.0%	-11.0%	-5.0%	10.5%	19.3%	CC(NC(=O)CSc1ncccn1)c1ccc2c(c1)OCO2 (stereo unspecified)
40	7.1%	-0.2%	-64.3%	-15.4%	21.9%	-2.5%	0.6%	0.0%	11.2%	COc1ccc(CC(=O)Nc2ccc(-c3nnc(-c4ccccc4)o3)cc2)cc1OC

Two compounds from above, limited to HP1b binding inh, Tb PGK inh and ERG Ets-DNA blk:
No.	mol	HP1b binding inh	Tb PGK inh	ERG Ets-DNA blk
37	CN(c1ncc(C(F)(F)F)cc1Cl)N1C(=O)c2cccc(N)c2C1=O	70.6%[activator]	-9.2%	-9.8%
38	Nc1cccc2nc3ccccc3cc12	25.8%	i	?

From PubChem BioAssay
